Bioassay records deposited in PubChem by Broad Institute.
PglD DTNB: inhibitors of Campylobacter jejuni PglD acetyltransferase; purified PglD enzyme, DTNB colorimetric CoA detection; inhibition, % at 12.5 µM; 360,000 tested, 0.098% active; AID 602405; in the data active means inhibition above about 16%, passing the limit was not always enough; inconclusive means no clear call, values can overlap the other calls; further: strong numbers were not always called active
S100A4 MyoIIA: inhibitors of human S100A4 binding to myosin IIA peptide. S100A4/TAMRA-MyoIIA peptide fluorescence polarization. inhibition, % at 10.7 µM. 360,000 tested, 0.14% active. AID 652163;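 active means mean inhibition of at least 70% across replicates, with every replicate also reaching that level; inconclusive means mean inhibition reaches 70% but some replicates fall short; inactive means mean inhibition below 70%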
Target sequence (P26447 whole entry, looked up): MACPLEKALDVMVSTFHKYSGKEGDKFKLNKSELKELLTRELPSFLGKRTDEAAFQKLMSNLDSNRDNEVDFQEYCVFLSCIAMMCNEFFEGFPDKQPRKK
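Test system: S100A4 monomer protein; Medium: HEPES pH 7.2 with CaCl2, KCl, NaCl, DTT, Triton; Probe or stimulus: TAMRA-labelled myosin IIA heavy-chain peptide probe, 5 nM; Doses: one dose per compound; Times: polarization read 5 min after assay mix addition, stable 5–60 min; Benchmarks: neutral control DMSO, positive control TFP.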
SIRT5 inh: blocks human SIRT5 desuccinylation of peptide | AID 652115 | 330,000 tested, 1.1% active | Purified SirT5, succinyl-peptide AMC, trypsin-coupled fluorescence | inhibition, % at 15 µM; in the data active means inhibition above about 15%; inconclusive means no clear call, values can overlap the other calls
Target sequence (Q9NXA8 whole entry, looked up): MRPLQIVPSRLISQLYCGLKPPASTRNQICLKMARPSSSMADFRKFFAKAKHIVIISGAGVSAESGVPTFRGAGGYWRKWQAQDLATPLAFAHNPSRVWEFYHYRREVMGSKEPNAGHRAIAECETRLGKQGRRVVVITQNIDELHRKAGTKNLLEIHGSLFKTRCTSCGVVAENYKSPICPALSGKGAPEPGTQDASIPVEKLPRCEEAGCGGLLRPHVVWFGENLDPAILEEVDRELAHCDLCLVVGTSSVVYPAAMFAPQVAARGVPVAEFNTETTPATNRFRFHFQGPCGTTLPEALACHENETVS
ERp5 block: blocks human ERp5 reductase activity on insulin; ERp5 insulin aggregation, absorbance 650 nm, 90 min; 350,000 tested, 0.05% active; Q15084; inhibition, % at 9.99 µM;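 active means mean replicate inhibition above about 25%, with every replicate also reaching it, limit read from the data, passing the limit was not always enough; inconclusive means only one of those two criteria met; inactive means neither criterion met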
Target sequence (Q15084 whole entry, looked up): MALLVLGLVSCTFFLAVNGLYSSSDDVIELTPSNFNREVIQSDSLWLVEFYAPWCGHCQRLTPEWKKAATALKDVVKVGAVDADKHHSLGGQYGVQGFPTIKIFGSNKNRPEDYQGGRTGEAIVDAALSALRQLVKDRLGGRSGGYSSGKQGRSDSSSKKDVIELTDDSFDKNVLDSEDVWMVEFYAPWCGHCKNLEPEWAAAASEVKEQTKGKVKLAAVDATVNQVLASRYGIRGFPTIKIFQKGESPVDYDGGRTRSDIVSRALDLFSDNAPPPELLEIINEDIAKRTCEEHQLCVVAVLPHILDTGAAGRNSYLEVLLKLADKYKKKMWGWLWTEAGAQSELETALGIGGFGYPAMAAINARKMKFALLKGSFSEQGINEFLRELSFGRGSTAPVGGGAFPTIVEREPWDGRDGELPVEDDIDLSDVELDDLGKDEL
DENV2 CPE: DENV2-induced cell death inhibition; DENV2-infected cells, cytopathic effect rescue, plate reader; CPE inhibition, % at 9.99 µM; 350,000 tested, 1.7% active; in the data active means CPE inhibition above about 20%, passing the limit was not always enough; inconclusive means no clear call, values can overlap the other calls; tested in BHK-21 cells;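 further: 0% = median of neutral control wells and 100% = median of positive control wells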
Statin myotox sup: protects C2C12 myotubes from simvastatin toxicity | ATP luminescence, 48 h; scaled: DMSO 0, geranylgeraniol control 100 | rescue of ATP level, % at 7.49 µM | 330,000 tested, 0.78% active | AID 602340;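 active means mean ATP rescue above about 67%, or every replicate alone reaching that limit, limit read from the data, passing the limit was not always enough; inconclusive means no clear call, values can overlap the other calls; inactive means mean under the limit and some replicate under it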;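 further: myotubes were challenged with 10 µM simvastatin during compound exposure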
E-sel inducer: E-selectin induction on HUVECs; P16581; activation, % at 7.58 µM; HUVEC E-selectin immunofluorescence imaging; normalized: neutral wells 0, TNF-alpha wells 100; AID 686992; 260,000 tested, 0.37% active;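 active means mean E-selectin-positive cell signal at least 10% of the positive control, reached in at least 60% of replicates, without over 20% cell loss; inconclusive means no rule given, readout overlaps actives, possibly toxicity-flagged; inactive means the rest, including those meeting only one limit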;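 further: in these data hits start at about 27%; measured in HUVEC primary endothelial cells; signal is the percent of cells scored E-selectin positive by PE staining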
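System: HUVEC / Compound: single concentration / Signal: immunofluorescence imaging / Read-out: percent E-selectin-positive cells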
* = called active by the depositor; u = inconclusive; x = not tested or not shown; & = joins results of further samples.

SMILES | PglD DTNB | S100A4 MyoIIA | SIRT5 inh | ERp5 block | DENV2 CPE | Statin myotox sup | E-sel inducer
CN(C)C(=O)C[C@@H]1C[C@H]2c3cc(NS(C)(=O)=O)ccc3O[C@H]2[C@H](CO)O1 | 3 | -30 | -1 | 5 | 17 | 5 | 1.8
Fc1cccc(Cl)c1CN1CCN(c2ncc(Cc3ccccc3)cn2)CC1 | x | u | 1 | -5 | 8 | x | -0.1
O=C(Cc1ccncc1)NCC[C@H]1CC[C@@H](NS(=O)(=O)c2ccccc2Cl)[C@@H](CO)O1 | 6 | -5 | 0 | -3 | 3 | 10 | 0.3
O=C(c1ccc(S(=O)(=O)c2ccc(F)cc2)c([N+](=O)[O-])c1)N1CCCCCC1 | 3 | 6 | 4 | 6 | 3 | x | x
C[C@H]1CN([C@@H](C)CO)C(=O)c2cccc(NS(=O)(=O)c3ccccc3)c2O[C@@H]1CN(C)S(=O)(=O)c1ccc(F)cc1 | 1 | x | x | x | -16 | -8 | -0.1
Cc1ccc(S(=O)(=O)Nc2ccc3c(c2)CC(=O)N([C@H](C)CO)C[C@@H](C)[C@@H](CN(C)C(=O)Nc2ccc(C(F)(F)F)cc2)O3)cc1 | 3 | -5 | 0 | -6 | -14 | 9 | 0.2
Cc1ccc(S(=O)(=O)Nc2ccc3c(c2)C(=O)N([C@H](C)CO)C[C@H](C)[C@@H](CN(C)S(=O)(=O)c2ccc(C)cc2)OCCCC[C@@H](C)O3)cc1 | 1 | -2 | 3 | 2 | 3 | x | 0.2
Cc1scc(C(=O)NNC(=S)NCC(C)C)c1C | x | -5 | -5 | -3 | 7 | x | 0.7
O=C(c1sc2cc(Cl)ccc2c1Cl)N1CCN(CCc2ccccn2)CC1 | 1 | 4 | 2 | 3 | 10 | -12 | x
CC1(C(=O)NNC(=S)NCC2CCCO2)CC1(Cl)Cl (configuration not stated) | -2 | 2 | 0 | 2 | -3 | -7 | 2.8
Cc1ccc(NC(=O)Cn2cc([N+](=O)[O-])nc2C)cc1C | -5 | -24 | 1 | -4 | -1 | 6 | 0.1
CCC1Sc2ccc(S(=O)(=O)Nc3ccc(OC)cc3)cc2NC1=O (configuration not stated) | 5 | 2 | -5 | 3 | 8 | 4 | x
COC(=O)C[C@@H]1CC[C@H]2[C@@H](COC[C@H](O)CN2S(=O)(=O)c2ccccc2OC)O1 | 2 | -3 | 3 | -2 | -2 | -11 | -0.1
CC(=O)Nc1ccccc1C(F)(F)F | 4 | -3 | -2 | 3 | 3 | x | x
C/C=C/c1ccc([C@@H]2[C@@H](CO)N3CCCCN(C(=O)Nc4ccccc4F)C[C@H]23)cc1 | 0 | 1 | 3 | 1 | 3 | x | -0.3
Nc1nonc1-n1nnc(C(=O)N/N=C/c2ccccn2)c1CNc1ccccc1 | 0 | 1 | -2 | 2 | 0 | 8 | x
COc1ccc(N2CC(C(=O)NC3=NCCS3)CC2=O)cc1 (configuration not stated) | -5 | 0 | -2 | 15 | 15 | 0 | -0.2
Cc1nn(CCO)c2ncc(C(=O)c3cc(F)ccc3O)cc12 | -4 | 2 | x | 2 | 12 | 9 | 0.0
C[C@@H]1CN([C@H](C)CO)C(=O)Cc2cc(NS(=O)(=O)c3ccc(F)cc3)ccc2O[C@H]1CN(C)Cc1ccc(C(F)(F)F)cc1 | 2 | -3 | 23* | -3 | -12 | u | 0.0
C[C@@H]1CCCCO[C@@H](CN(C)C(=O)CCC(F)(F)F)[C@H](C)CN([C@H](C)CO)C(=O)c2cc(NC(=O)NC3CCCCC3)ccc2O1 | -3 | 3 | -8 | 0 | -2 | x | -0.1
COc1ccc(-c2nnc(NC(=O)C3CC3)o2)cc1 | x | -6 | 1 | -9 | x | x | 0.3
COC(=O)c1cccc(NC(=O)CSc2nnc(C)n2C)c1 | 15 | -2 | -4 | 0 | -7 | -2 | -5.1
CC(=O)N1CC2(C1)[C@H](c1ccc(-c3cccc(F)c3)cc1)[C@@H](CO)N2CC1CCCC1 | x | -11 | 4 | 1 | -9 | x | -0.2
Cn1c(CN2CCOCC2)nnc1SCC(=O)Nc1ccc([N+](=O)[O-])cc1O | 4 | -8 | 5 | 5 | -9 | 7 | 1.3

Copied from the list:
COc1ccc(-c2nnc(NC(=O)C3CC3)o2)cc1 in S100A4 MyoIIA → -6
C[C@@H]1CN([C@H](C)CO)C(=O)Cc2cc(NS(=O)(=O)c3ccc(F)cc3)ccc2O[C@H]1CN(C)Cc1ccc(C(F)(F)F)cc1 in ERp5 block → -3
CC(=O)Nc1ccccc1C(F)(F)F in PglD DTNB → 4

Additional records follow:
SMILES | PglD DTNB | S100A4 MyoIIA | SIRT5 inh | ERp5 block | DENV2 CPE | Statin myotox sup | E-sel inducer
COc1ccccc1-c1cnc2c(c1)C(=O)N([C@@H](C)CO)C[C@@H](C)[C@@H](CN(C)C(=O)CN(C)C)O2 | -6 | 5 | -1 | 1 | -8 | x | 0.0
CC(O)CNc1nc2c(c(=O)n(C)c(=O)n2C)n1CCc1ccccc1 (configuration not stated) | 4 | -2 | -6 | 4 | x | 1 | x
Cc1nc(-c2ccccc2)sc1C1(C)CC(c2ccc(OC(F)(F)F)cc2)=NO1 (configuration not stated) | -3 | 2 | -2 | -1 | 1 | 4 | 1.9
O=[N+]([O-])c1cccc(COc2ccc(CO)cc2)c1 | x | -4 | -1 | 1 | 0 | x | 0.0
NC(=O)[C@H]1CC2(CC(c3cccc(NC(=O)CC(c4ccccc4)c4ccccc4)c3)=NO2)CN1C(=O)CC(c1ccccc1)c1ccccc1 (some centres not stated) | 3 | -4 | x | -4 | 1 | x | x
O=S(=O)(NCc1ccc(F)cc1)c1ccc(Br)cc1Br | 6 | 3 | x | -3 | u | x | -0.1
Cc1ccc(-c2nc3ccccn3c2NC(=O)c2ccco2)cc1 | -5 | -5 | 2 | -5 | 3 | 30 | x
COc1cccc(/C=C/C=O)c1 | x | -50 | 5 | -5 | 18 | x | x
COc1ccc(Cn2nnnc2CN2CCC(O)(c3ccccc3F)CC2)cc1 | x | -3 | x | -1 | x | x | 0.3
Cc1cc(Cl)ccc1NC(=O)COC(=O)CCNS(=O)(=O)c1ccccc1 | -6 | -1 | 2 | 0 | 11 | -9 | -1.8
Cn1c(CN2CCN(C(=O)c3ccccc3Cl)CC2)nc2cc([N+](=O)[O-])ccc21 | x | 7 | 0 | 4 | x | x | x
O=[N+]([O-])c1ccc(NCCNCCOc2nonc2-c2ccccc2)c([N+](=O)[O-])c1 | 0 | -5 | -4 | 0 | 2 | -6 | x
COc1ccc(NC(=O)N(C)C[C@H]2OCCCC[C@H](C)Oc3ccc(NC(=O)CCCN(C)C)cc3C(=O)N([C@@H](C)CO)C[C@H]2C)cc1 | 1 | 17 | -1 | -1 | -4 | x | 0.2
O=c1[nH]c2ccc(NS(=O)(=O)c3ccc(F)c(Cl)c3)cc2[nH]1 | -1 | -11 | 0 | 4 | u | 7 | -0.2
CC(C)NC(=O)N[C@H]1C=C[C@H](CC(=O)NCc2ccc(Oc3ccccc3)cc2)O[C@@H]1CO | 3 | 20&1 | -12&-3 | 0&-1 | -6&1 | 4 | 0.4&6.5
CC(NC(=O)CN1CCN(C(=O)c2cccs2)CC1)c1ccc(F)cc1F (configuration not stated) | -2 | 1 | 6 | -6 | 1 | -5 | 3.7
COCC(C)n1c(C)cc(C(=O)COc2ccc(C)nc2[N+](=O)[O-])c1C (configuration not stated) | x | -2 | x | 3 | 1 | x | -0.4
O=C(C[C@@H]1C=C[C@H](NC(=O)c2cccc(F)c2)[C@H](CO)O1)NCc1ccccc1 | 0 | 6 | -2 | -8 | 2 | -7 | 0.0
C[C@@H]1CN([C@H](C)CO)C(=O)Cc2cc(NS(=O)(=O)c3ccccc3)ccc2O[C@@H]1CN(C)C(=O)Nc1cccc2ccccc12 | 0 | 0 | 6 | -2 | -10 | 34 | -0.4
CCOC(=O)c1cc(-c2c(Cl)cccc2Cl)no1 | x | -1 | 0 | 2 | 3 | x | 0.0
CC(C)Cn1c(=O)c(C(=O)Nc2ccccc2S(N)(=O)=O)c(O)c2ccccc21 | 6 | -3 | -3 | -1 | -3 | 0 | x
Cc1ccc(CNS(=O)(=O)NCc2cccs2)cc1 | x | -1 | 0 | -2 | 5 | x | x
CC(C)(C)c1ccc(OCC(=O)NNC(=S)NC(=O)c2ccccc2[N+](=O)[O-])c(Br)c1 | x | 6 | -13 | -4 | 7 | x | 0.6
C[C@H](CO)N1C[C@H](C)[C@@H](CN(C)Cc2cccc(F)c2)Oc2cc(C#Cc3ccccn3)ccc2S1(=O)=O | -2 | -11 | -1 | 8 | 18 | -2 | 0.0
C[C@@H]1CCCCO[C@@H](CN(C)C(=O)NC2CCCCC2)[C@@H](C)CN([C@@H](C)CO)C(=O)c2cc(NC(=O)Nc3ccccc3)ccc2O1 | 9 | 6 | 3 | -10 | 45* | x | 0.4
COC(=O)c1sccc1NC(=O)c1ccc(OC)cc1OC | 3 | x | x | x | x | -2 | 0.1
O=C(Cc1ccncc1)NCC[C@H]1CC[C@@H](NC(=O)C2CCOCC2)[C@@H](CO)O1 | 2 | 11 | 5 | 2 | u | -3 | -0.3
C[C@H](CO)N1C[C@H](C)[C@@H](CN(C)CC2CC2)Oc2c(NC(=O)Cc3ccccc3)cccc2C1=O | 3 | -1 | 25* | -3 | 2 | 14 | -0.2
C[C@@H]1CN([C@@H](C)CO)C(=O)c2cc(NC(=O)c3ccncc3)ccc2O[C@@H](C)CCCCO[C@H]1CN(C)C(=O)CCCN(C)C | -1 | x | x | x | -9 | x | 0.1
CCCNC(=O)Nc1ccc2c(c1)OC[C@H](C)N(CCC)C[C@@H](C)[C@@H](OC)CN(C)C2=O | -2 | 11 | 11 | 5 | 3 | -12 | -0.3
CC(C)Sc1nc2c(c(=O)[nH]1)C(c1cccs1)C1=C(CC(C)(C)CC1=O)N2 (configuration not stated) | 0 | -1 | -1 | -4 | -1 | -8 | 0.4
C[C@@H]1CCCCO[C@@H](CN(C)C)[C@@H](C)CN([C@@H](C)CO)C(=O)c2cc(NS(=O)(=O)c3ccccc3)ccc2O1 | 40 | -2 | 0 | 1 | 4 | -22 | 1.2
Cc1noc(C)c1S(=O)(=O)N(C)C[C@H]1OCCCC[C@H](C)Oc2ccc(NC(=O)CCCN(C)C)cc2C(=O)N([C@H](C)CO)C[C@H]1C | 0 | -1 | -10 | 1 | 5 | x | -0.1
Cc1ccccc1-c1ccc([C@H]2[C@@H](CO)N3CCCCN(S(=O)(=O)c4ccc(F)cc4)C[C@H]23)cc1 | -4 | -3 | 4 | 4 | -23 | 28 | -0.4
CO/C=C\C=C/c1nnn(-c2ccc(Cl)cc2)n1 | x | -3 | -2 | -6 | 1 | x | x
COc1cccc(NC(=O)N(C)C[C@H]2Oc3cc(-c4ccccc4F)ccc3S(=O)(=O)N([C@@H](C)CO)C[C@@H]2C)c1 | 2 | -7 | 15 | -6 | -2 | 0 | -0.3
O=C(Nc1ccccn1)c1sc2cccc(F)c2c1Cl | -2 | -20 | 1 | 0 | -4 | 19 | -3.1
C[C@@H]1CN([C@H](C)CO)C(=O)c2cc(NC(=O)CCC(F)(F)F)ccc2O[C@H]1CN(C)S(=O)(=O)c1ccc(F)cc1 | 0 | 8 | 4 | -2 | -4 | -5 | 0.1
COc1ccc(C(C)(C)C)cc1NC(=O)COC(=O)c1ccc([N+](=O)[O-])o1 | -2 | -1 | -2 | 2 | -12 | 14 | x
Cc1ccc(NC(=O)c2ccc(NS(=O)(=O)c3cccc4cccnc34)cc2)cc1 | 3 | 1 | -4 | 2 | x | -4 | x
Cc1ccc(-c2nn(-c3ccccc3)cc2C(N)=O)o1 | x | -3 | -5 | 4 | -6 | x | -0.1

These rows are one share of the data (hit frequency here may not be typical).
